Screens deposited in PubChem BioAssay by Broad Institute.
NSD2 HMT inh = blocks human histone methyltransferase NSD2; O96028; NSD2 peptide methylation, AlphaScreen, 120 min; inhibition, % at 12.5 µM; actives 0.54% (n = 310,000); in the data active means inhibition above about 50%
Starred values were filed as active, the others as inactive.

SMILES | NSD2 HMT inh
CC(CC(=O)Nc1ccc2c(c1)c(=O)n(C)n2-c1ccc2ccccc2c1)C(F)(F)F (centres undefined) | -1.7
COCCCN1C(=O)C(CC(=O)NCc2cccc3ccccc23)CC(C(=O)N2CCCCCC2)=C1C (centres undefined) | -0.2
CCn1c(SCC(=O)Nc2ccccc2-c2ccccc2)nnc1-c1ccc(Cl)cc1 | 1.1
CCCS(=O)(=O)NC(=O)C1(C)CCCN(C(=O)COCc2ccccc2)C1 (centres undefined) | 3.3
Cc1ncc(CO)c2c1Oc1nc(-c3ccccc3)nc(SCC(=O)N(C)c3ccccc3)c1C2 | 3.4
Nn1c(SCC(=O)Nc2ccc(OCc3ccccc3)cc2)nnc1-c1cc(-c2ccc(F)cc2)n[nH]1 | -6.3
OC(c1ccc(F)c(F)c1)c1nc(-c2cnc3ccccc3c2)cs1 (centres undefined) | -0.7
CC1CCN(C(=O)C2CCCN(C(=O)c3ccc4c(c3)NC(=O)CS4)C2)CC1 (centres undefined) | -3.4
CCCNC(=O)C1(C)CCN(C(=O)COc2ccc(C(C)(C)C)cc2)C1 (centres undefined) | -2.2
O=C(C1CCCN(S(=O)(=O)c2ccccc2[N+](=O)[O-])C1)N1CCN(Cc2ccccc2)CC1 (centres undefined) | 6.2
CCc1nc2c(OCCc3cccc(OC)c3)cccn2c1N(C)C(=O)c1ccc(OC)cc1 | -3.0
Cn1c(Cc2cccs2)nnc1SCC(=O)Nc1ccc2c(c1)OCO2 | 0.9
CCc1nc2ccc(C(=O)NCCc3ccc(OC)cc3OC)cc2nc1CC | -2.5
Cc1cc2c(c(=O)o1)[C@@]1(C(=O)N(C)c3ccccc31)C1=C(CC(C)(C)CC1=O)O2 | -3.8
CC(C)C(=O)N1CCCC1(C)C(=O)N(C)Cc1cccc2ccccc12 (centres undefined) | -0.3
OCCN1CCN(c2nccn3ccnc23)CC1 | 18.0
CC1CCCCN1S(=O)(=O)c1cc2c(=O)nc3ccccn3c2cc1Cl (centres undefined) | 0.2
CCOc1ccc(Cl)cc1-c1cc(C(=O)NCc2cc(C(F)(F)F)cc(C(F)(F)F)c2)[nH]n1 | -0.9
CNc1cccc(-c2ccc(N3CCN(C)CC3)nc2)n1 | 2.6
CC1(C(=O)NS(=O)(=O)c2ccc(F)cc2F)CCN1C(=O)CC(c1ccccc1)c1ccccc1 (centres undefined) | -1.1
CC(N)c1csc(NC(=O)c2cc(C(C)(C)C)nn2Cc2ccccc2)n1 (centres undefined) | 3.3
Oc1ccc2ccccc2c1C=Nn1c(-c2n[nH]c3c2CCC3)n[nH]c1=S | 1.8
CC(C)CNc1ncnc2c1ncn2[C@H]1CN(Cc2ccc(F)cc2)C[C@@H](CO)O1 | 6.0
C=CCN1C(=O)c2n[nH]c(COC)c2C1c1ccc(Br)cc1 (centres undefined) | -1.1
O=S(=O)(Nc1ccc(C(O)(C(F)(F)F)C(F)(F)F)cc1)c1cccs1 | -0.8
New compounds follow
SMILES | NSD2 HMT inh
O=C(NCc1ccccc1)c1cc(C2COCCN2S(=O)(=O)c2cccs2)on1 (centres undefined) | -1.1
O=C(Nc1cccc2cccnc12)c1csc(COCCO)n1 | 3.9
Cc1ccc(-c2cc(-c3nnc(SCC(=O)Nc4ccccc4-c4ccccc4)n3N)[nH]n2)cc1 | -18.0
O=C(Nc1ccc(S(=O)(=O)Nc2nccs2)cc1)c1ccncc1 | 3.4
CC(=O)C1=C(C)N(Cc2ccc(F)cc2)C(=S)NC1c1cccc(Br)c1 (centres undefined) | -1.9
COc1ccc(C(=O)Nc2ccccc2NC(=O)c2ccc(OC)c(OC)c2)cc1OC | 0.2
O=C(NCC1CC1)c1ccc2sc([C@H]3C[C@H](O)[C@@H](CO)O3)nc2c1 | 0.0
COc1cc(OC)cc(C(=O)OCCNC(=O)Cn2cnc3c2c(=O)n(C)c(=O)n3C)c1 | 2.3
Cc1nc2ccc(C(=O)NCCCn3ccnc3)cn2c1N(C)C(=O)CCc1ccccc1 | -1.2
CC(=O)Nc1ccc(C(=O)N2CCCCC2c2cc(C(=O)NCc3ccccc3)no2)cc1 (centres undefined) | 1.2
COc1cc(-c2cc3nc(NCc4cccs4)ccn3n2)cc(OC)c1OC | 6.7
CC(C)CNC(=O)C1(C)CCCN1C(=O)c1cccnc1 (centres undefined) | -6.3
CN(Cc1ccccc1)C(=O)OCc1cn(Cc2cccc(F)c2)nn1 | -2.5
COc1ccc(NC(=O)c2cc(-c3cc(F)ccc3OCC3CCCO3)n[nH]2)c(C)c1 (centres undefined) | -2.7
COc1ccc(-c2cc(C(=O)N=Nc3c(O)[nH]c4ccccc34)[nH]n2)cc1 | -0.9
COC(=O)c1cc(=O)nc(NN=C2c3ccccc3-c3ccccc32)s1 | 4.5
O=C(NCc1cccc(Cl)c1)C1Cc2c(-c3cccc(F)c3)ccnc2O1 (centres undefined) | -2.7
CC(C)(C)c1ccc(CC(=O)N2CCC2(C)C(=O)NS(=O)(=O)c2ccc3c(c2)CCO3)cc1 (centres undefined) | -3.6
C(=C\c1ccc2nncn2c1)/c1ccccc1 | 4.4
OC[C@H]1O[C@H](c2nc(-c3nc(-c4cccs4)no3)cs2)C[C@@H]1O | -3.9
COc1ccc(-c2coc3c(C(=O)NCc4cccc(Cl)c4)cccc23)c(C)c1 | -0.1
Clc1cccc(CSc2ncnc3sc4c(c23)CCCC4)c1 | 0.9
COc1ccc(CNC(=O)c2cccc3c(-c4ccc(F)c(F)c4)coc23)cc1OC | -2.9
CNc1ncnc2c1ncn2[C@H]1CN(Cc2ccncc2)C[C@@H](CO)O1 | -1.6
CC1CC(C)CN(C(=O)C2CCN(c3cncnc3)CC2)C1 (centres undefined) | -10.3

Reprinted at random: five compounds from above
SMILES | NSD2 HMT inh
OCCN1CCN(c2nccn3ccnc23)CC1 | 18.0
CC(C)C(=O)N1CCCC1(C)C(=O)N(C)Cc1cccc2ccccc12 (centres undefined) | -0.3
COC(=O)c1cc(=O)nc(NN=C2c3ccccc3-c3ccccc32)s1 | 4.5
Clc1cccc(CSc2ncnc3sc4c(c23)CCCC4)c1 | 0.9
CC1(C(=O)NS(=O)(=O)c2ccc(F)cc2F)CCN1C(=O)CC(c1ccccc1)c1ccccc1 (centres undefined) | -1.1

Back to the main list with the two entries that preceded the break.
SMILES | NSD2 HMT inh
CNc1ncnc2c1ncn2[C@H]1CN(Cc2ccncc2)C[C@@H](CO)O1 | -1.6
CC1CC(C)CN(C(=O)C2CCN(c3cncnc3)CC2)C1 (centres undefined) | -10.3
CC(=O)Nc1cc(-c2ccc(N(C)C)cc2)cn2c(-c3ccc(F)c(Cl)c3)cnc12 | -0.2
COc1ccc(-c2csc(C(C)(O)c3cccc(OC)c3)n2)cc1 (centres undefined) | -0.8
CCN(CC)C(=O)c1cccc(-c2csc(C(O)c3ccc(F)cc3)n2)c1 (centres undefined) | -2.5
CC(C)c1ccc(NC(=O)Nc2nc(C(N)CCc3ccccc3)cs2)cc1 (centres undefined) | 3.1
CCCCN(C)C(=O)c1ccc(Nc2nc(C(N)COCc3ccccc3)cs2)nc1 (centres undefined) | 0.1
CCOc1ccc(-n2c(SCC(=O)Nc3ccc(S(=O)(=O)Nc4cc(C)nc(C)n4)cc3)nnc2-c2cccc(C)c2)cc1 | -0.1
CSCCNC(=O)C1(C)CCN1C(=O)c1sccc1C (centres undefined) | 0.4
O=C(Cn1cc(COc2ccc(Cl)c(Cl)c2)nn1)NS(=O)(=O)c1ccccc1OC(F)(F)F | -4.6
O=C(Nc1ccc(Cl)cc1Cl)OC1CCC12CCC(c1ccccc1)CC2 (centres undefined) | -0.9
COc1ccc(CCNS(=O)(=O)c2c(C)n[nH]c2C)cc1 | -3.1
CC(C)(C)c1ccc(CC(=O)N2CCC2(C)C(=O)NS(=O)(=O)c2cccc(C#N)c2)cc1 (centres undefined) | -1.7
COc1ccccc1N1CCN(S(=O)(=O)c2ccc3c(c2)CCC(=O)N3)CC1 | 1.2
CC1(C(=O)NCc2cccc3ccccc23)CCN1C(=O)Cc1ccc(-c2ccccc2)cc1 (centres undefined) | 0.3
Cc1ccc(F)c(S(=O)(=O)NC(=O)C2(C)CCN2C(=O)C2(c3ccc(Cl)cc3)CCC2)c1 (centres undefined) | 0.2
Cc1ccc(NC(=O)c2cc(-c3cc(F)ccc3OCC3CCCO3)n[nH]2)cc1NS(C)(=O)=O (centres undefined) | -3.6
CC1=C(C(=O)N2CCCCCC2)CC(CC(=O)NCCCCc2ccccc2)C(=O)N1CCC1=CCCCC1 (centres undefined) | 2.0
CC1(C(=O)Nc2cnc3ccccc3c2)CCN1C(=O)c1ccccc1CCc1ccccc1 (centres undefined) | 1.9
COc1ccc(N)cc1CN1CCN(c2ncc(Cc3ccccc3)cn2)CC1 | 5.4
COc1ccc2c(c1)CCCN2C(=O)C1CCCN(S(=O)(=O)c2cccc3cccnc23)C1 (centres undefined) | 1.2
COc1ccc(C(O)c2nc(-c3cccc(C(C)C)c3)cs2)cc1 (centres undefined) | -3.1
COCCNC(=O)c1cccc2c(-c3cccc(C(N)=O)c3)coc12 | -0.3
O=C(CCn1nnc2ccccc21)N1CCN(c2ccc(F)cc2)CC1 | -0.2
COc1ccc(Cl)c(-c2cc(C(=O)NC(C)C)[nH]n2)c1 | 0.0
CC(=O)c1cccc(NC(=O)C2Cc3c(-c4cccc(C(C)=O)c4)ccnc3O2)c1 (centres undefined) | 0.0
OC[C@@H]1CN(Cc2ccncc2)C[C@H](n2cnc3c(N4CCN(c5ccccc5)CC4)ncnc32)O1 | 0.4
Later entries.
SMILES | NSD2 HMT inh
CCOC(=O)C1CCCN(C(=O)c2ccc(SC(F)(F)F)cc2)CC1 (centres undefined) | 6.5
COc1ccccc1CNC(=O)Nc1nnc([C@H]2C[C@H](O)[C@@H](CO)O2)s1 | -4.7
OC[C@@H]1CN(Cc2ccco2)C[C@H](n2cnc3c(N4CCN(c5ccccc5)CC4)ncnc32)O1 | 0.0
COc1ccc(-c2coc3c(C(=O)NCc4ccco4)cccc23)c(C)c1 | 0.5
COc1cc2cc(C)c(SCC(=O)N3c4ccccc4Sc4ccccc43)nc2cc1OC | -1.3
N#CC(c1c(Cl)cccc1N1CCCCC1)N1CCCCC1 (centres undefined) | -1.4
COc1ccc(-c2ccc(C(=O)NCC3CC3)c3occc23)c(C)c1 | 0.4
CCCNC(=O)C1(C)CCN(C(=O)COc2ccc(Cl)cc2Cl)C1 (centres undefined) | -1.7
O=C(NCC1CCN(C(=O)C(=O)c2cc3ccccc3o2)CC1)c1ccc2c(c1)OCC2 | -1.0
O=C1NC[C@@H]2CCCN2C1=O | 0.5
COc1cc(C(O)c2nc(/C=C/c3ccccc3)cs2)ccc1F (centres undefined) | 1.0
CC1(C(=O)NS(=O)(=O)c2cccc(Cl)c2)CCN1C(=O)C1CCCCC1 (centres undefined) | -5.6
NC(COCc1ccccc1)c1csc(NC(=O)Nc2cccc(Cl)c2)n1 (centres undefined) | -0.6
CCNC(=O)C1(C)CCN(Cc2ccc(OC(F)(F)F)cc2)C1 (centres undefined) | -3.3
O=C(Nc1ccncc1)c1cc(-c2ccc(Cl)cc2)nc2ccccc12 | 2.4
CCCNC(=O)C1(C)CCN1C(=O)Cc1ccc(C(C)C)cc1 (centres undefined) | -0.4
CC(=O)Nc1c([N+](=O)[O-])cc2c3c(cccc13)CC2 | -9.0
CCOC(=O)CC1(O)CSc2nc(N)cc(=O)n21 (centres undefined) | 20.5
CC1(C(=O)NS(=O)(=O)c2ccc(F)cc2F)CCN1C(=O)c1ccccc1 (centres undefined) | 0.2
CC1(Cc2ccc(Cl)cc2)C(=O)Nc2ccc(S(=O)(=O)NC3CCCCC3)cc21 (centres undefined) | 16.8
CN1CCN(c2ncnc3c2ncn3[C@H]2CN(Cc3cccnc3)C[C@@H](CO)O2)CC1 | -1.9
CC(C)c1ccc(CN2CCC2(C)C(=O)Nc2cnc3ccccc3c2)cc1 (centres undefined) | 1.4
CN(C)c1ccc(CC(=O)N2CCCC(c3cc(C(=O)Nc4ccc(C(C)(C)C)cc4)no3)C2)cc1 (centres undefined) | -2.9
CCNC(=O)C1(C)CCN(C(=O)c2ccc(OC)c(OC)c2)C1 (centres undefined) | 1.3
O=C1CCCCCN1CP(=O)(O)CN1CCOCC1 | 3.3
Carrying on:
SMILES | NSD2 HMT inh
CN(C)CCCOc1ccc(-c2cc3nc(NCc4cccnc4)n(C)c(=O)c3s2)cn1 | 5.2
COC(=O)c1cc2c(c3c4cc(OC)ccc4n(S(=O)(=O)c4ccc(OC)cc4)c13)C(=O)N(Cc1ccco1)C2 | -0.5
COc1cccc(-c2cnc(C(O)c3cccc(F)c3)[nH]2)c1 (centres undefined) | 10.7
OC(c1cccc(Cl)c1)c1nc(/C=C/c2ccc(C(F)(F)F)cc2)cs1 (centres undefined) | -5.7
CCCc1ccc(C(O)c2ncc(-c3ccccc3)[nH]2)cc1 (centres undefined) | 1.2
CCCS(=O)(=O)NC(=O)C1(C)CCN(C(=O)c2cncc(Br)c2)C1 (centres undefined) | 0.1
COc1ccc(-c2cc3nc(NCCNC(C)=O)n(C)c(=O)c3s2)c(C)c1 | -5.3
COCCN1C[C@@H](CO)O[C@@H](n2cnc3c(N4CCOCC4)ncnc32)C1 | -2.5
Cc1cccc(C(O)c2ncc(-c3ccc(Cl)cc3)[nH]2)c1C (centres undefined) | 2.2
Cc1cccc(C)c1C(O)c1ncc(-c2ccccc2C(F)(F)F)[nH]1 (centres undefined) | 3.1
O=C(CSc1nc2ccccc2c(=O)n1-c1ccc(Cl)cc1)NNC(=S)Nc1ccccc1 | 1.4
CCOC(=O)C1(C)CCCN1C(=O)c1ccccc1F (centres undefined) | 0.4
COCCNC(=O)C1(C)CCN(Cc2ccccc2C#N)C1 (centres undefined) | 0.9
COc1cc(-c2coc3c(C(=O)NCc4ccncc4)cccc23)ccc1O | -0.5
C=Cc1ccc(C(=O)Nc2nnc(-c3cccnc3)s2)cc1 | -1.1

Structural class: the entries above containing a tert-butyl group.
SMILES | NSD2 HMT inh
CCCNC(=O)C1(C)CCN(C(=O)COc2ccc(C(C)(C)C)cc2)C1 (centres undefined) | -2.2
CC(N)c1csc(NC(=O)c2cc(C(C)(C)C)nn2Cc2ccccc2)n1 (centres undefined) | 3.3
CC(C)(C)c1ccc(CC(=O)N2CCC2(C)C(=O)NS(=O)(=O)c2ccc3c(c2)CCO3)cc1 (centres undefined) | -3.6
CC(C)(C)c1ccc(CC(=O)N2CCC2(C)C(=O)NS(=O)(=O)c2cccc(C#N)c2)cc1 (centres undefined) | -1.7
CN(C)c1ccc(CC(=O)N2CCCC(c3cc(C(=O)Nc4ccc(C(C)(C)C)cc4)no3)C2)cc1 (centres undefined) | -2.9

These rows are one share of the data. The share of hits here may be higher or lower than overall.
